KLK7 zymogen act: proKLK7 zymogen activators, primary screen, biochemical, fluorescence intensity | AID 652039, 2013 | 0.9% of 370,000 active | Kallikrein-7 (Homo sapiens), P49862 | purified proKLK7, EDANS-DABCYL substrate fluorescence; 100% is mature enzyme control, 0% vehicle | activation, % at 7 µM;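 active = activation above the mean of all tested compounds plus 3 SD, computed per campaign excluding outliers beyond control limits, cut at about 13% in these data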
Target sequence (P49862 whole entry, looked up): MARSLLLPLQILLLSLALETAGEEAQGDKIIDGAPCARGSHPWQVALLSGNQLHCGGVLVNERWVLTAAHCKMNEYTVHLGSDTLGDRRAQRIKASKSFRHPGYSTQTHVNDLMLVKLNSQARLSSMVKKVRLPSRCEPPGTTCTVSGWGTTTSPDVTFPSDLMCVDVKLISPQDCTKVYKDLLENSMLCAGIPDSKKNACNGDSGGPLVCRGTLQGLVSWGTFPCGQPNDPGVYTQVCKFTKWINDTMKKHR
ADAM10 inh: human ADAM10 inhibitors, primary screen, biochemical, QFRET, HTS; 0.62% of 370,000 active; recombinant ADAM10, EDANS/DABCYL FRET peptide cleavage, 3 h; Disintegrin and metalloproteinase domain-containing protein 10 (Homo sapiens), O14672; inhibition, % at 7 µM;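 active = inhibition above a per-campaign cutoff equal to the mean of compounds falling between control-based bounds plus 3 SD, cut at about 20% in these data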;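 note: 0% = DMSO wells while the 100% control is not disclosed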
HGIII-sPLA2 inh: human group III sPLA2 inhibitors, primary screen, biochemical, QFRET, BODIPY PC-A2 liposome substrate; QFRET BODIPY PC-A2 liposome hydrolysis, fluorescence; inhibition, % at 12.2 µM; 0.56% of 370,000 active; AID 743126, 2013;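 active = inhibition above mean plus 3 SD of compounds lying within the high and low control bounds, cut at about 19% in these data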;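 note: 0% = median of test compound wells and 100% = no enzyme DMSO wells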
NPR2 activator: human GC-B receptor activators, primary screen, HEK293 GC-B cells, cGMP TR-FRET, EC30 CNP; Atrial natriuretic peptide receptor 2 (Homo sapiens), P20594; 0% at EC30 CNP, 100% saturating CNP; activation, % at 10 µM; 0.11% of 370,000 active;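 active = activation at 10 µM reaching about 35% in either raw or pattern-adjusted values, limit read from the data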
DDE Tn6 FP inh: inhibitors of Tn6 peptide binding to fibrin DD(E), primary screen, biochemical, fluorescence polarization, human fibrin, Tn6 probe; 0.21% of 370,000 active; Fibrinogen beta chain (Homo sapiens), P02675; inhibition, % at 8.3 µM; AID 720509, 2013; Fibrin DD(E) TRITC-Tn6 fluorescence polarization displacement;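 active = inhibition above a per-campaign cutoff: mean of compounds within control limits plus 3 SD, cut at about 15% in these data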;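 note: 0% = median of all compound wells on the plate and 100% = blocking peptide control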
Target sequence (P02675 whole entry, looked up): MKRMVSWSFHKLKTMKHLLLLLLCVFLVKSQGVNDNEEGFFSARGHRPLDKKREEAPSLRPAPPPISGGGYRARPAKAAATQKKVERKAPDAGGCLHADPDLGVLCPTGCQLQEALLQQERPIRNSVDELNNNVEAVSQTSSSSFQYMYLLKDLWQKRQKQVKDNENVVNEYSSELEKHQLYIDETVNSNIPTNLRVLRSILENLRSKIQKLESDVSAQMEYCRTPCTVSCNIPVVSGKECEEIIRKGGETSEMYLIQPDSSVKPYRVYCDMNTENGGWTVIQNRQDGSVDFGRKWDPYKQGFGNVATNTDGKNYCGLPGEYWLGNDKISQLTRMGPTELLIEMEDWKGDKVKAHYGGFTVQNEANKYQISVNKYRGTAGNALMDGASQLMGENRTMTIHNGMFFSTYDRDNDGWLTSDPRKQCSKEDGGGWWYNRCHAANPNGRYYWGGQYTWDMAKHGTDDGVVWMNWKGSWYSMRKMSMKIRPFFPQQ
FXN GAA850 act: FXN promoter activators, primary screen, cell-based, luciferase luminescence, HEK293 lucGAA850; 0.56% of 360,000 active; AID 540364, 2011; HEK293 lucGAA850 FXN promoter luciferase reporter, 24 h; percent of 10 µM SAHA response; activation, % at 6 µM;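 active = activation above the average of all compounds screened plus 3 SD, cutoff fixed separately per campaign, cut at about 7.5% in these data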;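 note: 0% = DMSO wells and 100% = 10 µM SAHA wells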
rCAG RNA binder: binders of r(CAG) RNA repeats, primary screen, biochemical, fluorescence; r(CAG) RNA repeat, TO-PRO-1 dye displacement fluorescence; inhibition, % at 3 µM; 1.3% of 370,000 active;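 active = inhibition above the plate cutoff, the mean of all test compounds on that plate plus 3 SD, cut at about 35% in these data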;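 note: 0% = DMSO alone and 100% = 100 µM mitoxantrone as full dye displacement; higher means more dye released from RNA so lower well fluorescence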
ASAP1 GAP inh: inhibitors of human ASAP1 ArfGAP activity, primary screen, biochemical, fluorescence polarization | Arf-GAP with SH3 domain, ANK repeat and PH domain-containing protein 1 (Homo sapiens), … | ASAP1-stimulated ARF1 GTP hydrolysis, GDP FP detection | inhibition, % at 16.5 µM | 0.19% of 360,000 active | AID 624377, 2012; in the data active = inhibition above about 25%;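 note: 0% = vehicle with enzyme and substrate and 100% = no enzyme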
NPR1 activator: GC-A stimulated cGMP production enhancers – HEK293 GC-A cells, cGMP TR-FRET, EC30 ANP, primary screen; Atrial natriuretic peptide receptor 1 (Homo sapiens), P16066; 0% at EC30 ANP, 100% saturating ANP; activation, % at 10 µM; 0.14% of 370,000 active; AID 1671463, 2021; in the data active = activation above about 40%
ARFGAP1 inh: inhibitors of rat ARFGAP1 GAP activity, primary screen, biochemical, fluorescence polarization, GDP tracer. AID 651572, 2012. Arfgap1-stimulated ARF1 GTP hydrolysis, GDP FP detection. 0.26% of 360,000 active. inhibition, % at 16.5 µM;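 active = inhibition above a per-plate limit, mean inhibition of low control wells plus 3 SD, cut at about 25% in these data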;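 note: 0% = DMSO wells with enzyme and 100% = wells lacking Arfgap1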
Target sequence (Q62848 1-136 limits assumed): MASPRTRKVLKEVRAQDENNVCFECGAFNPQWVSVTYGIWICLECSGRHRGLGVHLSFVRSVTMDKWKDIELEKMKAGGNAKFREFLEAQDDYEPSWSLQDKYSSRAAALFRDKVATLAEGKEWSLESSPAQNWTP
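Material – truncated rat Arfgap1 GAP domain · Buffer or medium – HEPES-based buffer, pH 7.5 · Reagent – human ARF1(Δ1-17)-GTP substrate · Dosing – 16.5 µM single point, 1.26% DMSO · Schedule – GTP hydrolysis reaction 2 h at 25 °C · Technique – GDP detection by fluorescence polarization · Benchmarks – No-Arfgap1 wells (100%) versus DMSO full-reaction wells (0%) · Repeats – single replicate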
An asterisk follows results filed as active; / = no result given.

SMILES	KLK7 zymogen act	ADAM10 inh	HGIII-sPLA2 inh	NPR2 activator	DDE Tn6 FP inh	FXN GAA850 act	rCAG RNA binder	ASAP1 GAP inh	NPR1 activator	ARFGAP1 inh
CCc1ccc(CNc2ccc3c(c2)ncn3CC)cc1	-0.5	-34	3	0	3	6.6	-7	7	5	10
COc1cccc(NC(=O)CN(C)C(=O)CCC(=O)c2cc(C)sc2C)c1	1.0	-8	-4	-1	-9	1.8	-5	-2	-4	-7
COCCN(C(=O)c1ccc(N2C(=O)c3ccccc3C2=O)cc1)c1c(N)n(CC(C)C)c(=O)[nH]c1=O	0.0	-3	3	2	-6	0.8	-1	-2	1	-1
Cc1ccc(-c2nn3c(C)nnc3s2)cc1NCc1c(F)cccc1Cl	1.3	-19	2	4	-6	1.4	2	3	7	0
O=C(CN1C(=O)c2ccccc2C1=O)NCC(=O)OCC(=O)c1ccc(Br)cc1	0.0	12	-9	0	-6	-0.2	-3	17	6	-2
COc1ccc2nc(C)cc(NCc3cccc(C(F)(F)F)c3)c2c1	0.2	-52	-26	-6	4	-5.4	12	-3	-17	-7
CC(NC(=O)c1cccc(S(=O)(=O)N(C)C)c1)c1nc2ccccc2[nH]1 (stereo not given)	0.8	9	7	2	3	0.7	6	-4	-3	2
Nn1c(SCC(=O)Nc2ccccc2Br)nnc1-c1ccco1	-0.2	-2	-1	0	-1	0.0	3	-5	-1	-5
Cc1ccc(CNC(=O)CNS(=O)(=O)c2cccc3nsnc23)cc1	0.0	0	2	0	3	-1.8	-1	0	1	3
Cc1cccc(-c2c3c(nc4c2c(=O)n(C)c(=O)n4C)-c2ccccc2C3O)c1 (stereo not given)	1.5	-13	6	2	-4	1.8	-2	-8	1	4
O=C(NCC1CCCO1)/C(=C\c1ccc(Cl)cc1)NC(=O)c1ccccc1 (stereo not given)	0.6	-9	3	0	-3	2.4	-1	-3	-3	-4
O=C(Cc1c(O)c2ccccc2[nH]c1=O)NCc1ccc(F)cc1	0.3	-12	12	0	-4	-1.9	-1	1	1	-2
C=CCNC(=O)COC(=O)c1cccnc1Nc1ccccc1F	0.2	6	-1	-2	0	1.9	-2	-10	2	0
Cc1ccc(-c2csc(Cc3nc(-c4ccc5c(c4)CCC(=O)N5)cs3)n2)cc1	0.0	-3	2	-3	4	1.4	20	9	-4	-8
CC(C)c1nc2oc3c(NCc4cccnc4)ncnc3c2c2c1CCC2	-0.5	-30	-4	-1	-5	3.2	-3	3	-1	9
COCC(C)n1c(C)cc(C(=O)COC(=O)c2cccn2C)c1C (stereo not given)	0.3	-29	0	-3	-11	-8.2	3	0	2	12
COC(=O)c1ccc(CN(c2ccccn2)S(=O)(=O)c2ccccc2)cc1	-0.3	-102	3	10	-4	-0.5	2	-15	1	-9
O=C(OC1CSc2nc3ccccc3n2C1)c1ccco1 (stereo not given)	0.5	4	6	1	9	0.6	2	18	0	9
COC(=O)c1ccc(Cn2c(C)cc(C)[n+]2C)o1	-0.1	-2	5	-2	-1	2.3	-2	-17	3	1
Cc1oc(-c2cccc(Cl)c2)nc1CS(=O)(=O)CC(=O)NC1CC1	-0.1	3	-8	3	-6	-0.8	-1	0	2	0

Overlap with the part before: 2 entries; new compounds follow.
SMILES	KLK7 zymogen act	ADAM10 inh	HGIII-sPLA2 inh	NPR2 activator	DDE Tn6 FP inh	FXN GAA850 act	rCAG RNA binder	ASAP1 GAP inh	NPR1 activator	ARFGAP1 inh
COC(=O)c1ccc(Cn2c(C)cc(C)[n+]2C)o1	-0.1	-2	5	-2	-1	2.3	-2	-17	3	1
Cc1oc(-c2cccc(Cl)c2)nc1CS(=O)(=O)CC(=O)NC1CC1	-0.1	3	-8	3	-6	-0.8	-1	0	2	0
Cc1[nH][nH]c(=O)c1C(c1ccc(Br)cc1)c1c(C)[nH][nH]c1=O	0.5	-9	-36	2	3	0.8	7	8	5	-2
CCOc1ccc(NC(=O)/C=C/c2ccccc2)c([N+](=O)[O-])c1	-0.2	6	0	-3	-1	2.1	2	3	1	4
C=CCn1c(SCC(=O)NC2CCCC2)nnc1-c1cccnc1	-0.2	-4	3	-10	-4	1.2	-4	6	2	2
Cc1ccc2c(cnn2C(=O)CCC(=O)NC2CCCC2)c1	-0.2	-8	0	-3	2	1.6	1	-8	4	3
CCOC(=O)CNC(=O)c1ccc2[nH]c3c(c2c1)CCCC3	5.5	-49	0	9	-9	3.3	2	-3	3	6
O=C(CC12CC3CC(CC(Br)(C3)C1)C2)NC1=NCCS1	0.4	6	-10	-1	2	1.9	4	5	1	6
COc1ccc(-c2nnc(SCCc3ccccc3)n2N)cc1	0.1	1	-1	2	4	2.8	-3	11	0	16
CCCN1Cc2cccc(C(=O)NCc3ccccc3)c2C1=O	0.1	-1	-4	8	-1	2.6	-2	2	9	-1
COc1ccc(C(=O)c2nc3c(n2O)CCCCC3)cc1	-0.1	9	-8	2	6	2.1	1	5	2	-8
Nc1cc(=O)[nH]c(SCCSc2ccc(F)cc2)n1	-0.3	1	-8	-5	-1	3.1	1	-12	-2	11
FC(F)(F)c1ccccc1NC(=S)NN=C1CCCCCC1	0.1	0	5	3	-6	/	5	-5	0	2
CCCCC(=O)NC(NC(=O)CCCC)c1ccc(OCCC)c(OC)c1	0.5	9	6	3	-4	1.6	1	-1	0	-12
CCOC(=O)c1sc(-c2ccccc2)cc1N	-0.2	-134	-19	0	-9	8.9*	1	-7	4	-2
Cc1ccccc1-c1cc(C(=O)NCc2cccc(C(F)(F)F)c2)nn1CC1CC(c2cccc([N+](=O)[O-])c2)=NO1 (stereo not given)	-0.4	0	-3	0	-12	-0.4	14	1	-1	14
CC(C)n1ncc2c(C(=O)Nc3ccc(S(C)(=O)=O)cc3)cc(C3CC3)nc21	0.9	-15	-5	4	4	1.6	4	1	-1	-4
O=C(NCc1cccnc1)NC1(c2ccccc2)CC1	0.6	-3	-3	5	6	-0.7	1	-8	-4	-15
COc1ccc(-c2noc(CN(C)S(=O)(=O)c3ccc(C)cc3)n2)cc1	-0.3	8	2	2	-4	-0.4	0	20	0	-3
OC(c1ccc(F)c(F)c1)c1nc(-c2cccc3cccnc23)cs1 (stereo not given)	0.1	-13	-13	1	7	-0.4	-1	8	0	9
CCNS(=O)(=O)c1ccc(C(=O)OCc2cc(=O)oc3cc(OC)ccc23)cc1	-17	-103	-14	1	4	-0.7	15	12	0	19
CSCCC(NC(=O)c1ccccc1Br)C(=O)NNC(=O)c1ccco1 (stereo not given)	0.0	-8	19	-3	-4	2.1	1	10	3	-15
CCc1ccc(OCC(=O)Nc2ccc3oc(=O)ccc3c2)cc1	-0.9	-22	-6	0	17*	0.1	3	-13	2	9
Cc1nnc2ccc(-c3cccc(NC(=O)c4ccco4)c3)nn12	0.3	-7	2	-6	7	0.2	-4	-7	1	-2
CCC/C=C1/CCCOC(C(=O)NCCNCCO)(C(F)(F)F)C1 (stereo not given)	0.3	-1	0	3	-9	-2.2	3	2	1	-6
COc1ccc(C2OC(=O)CC2C(=O)NCc2ccccc2Cl)cc1OC (stereo not given)	-0.5	-1	-4	-5	0	0.8	-3	-6	-4	9
C[C@H](CO)N1C[C@H](C)[C@@H](CN(C)Cc2ccncc2)Oc2c(NC(=O)CCC(F)(F)F)cccc2C1=O	0.3	-2	-5	4	-3	-0.1	-8	-5	4	-16
CC1(C(=O)NCc2ccccc2Br)CCN1Cc1ccc(-c2ccccc2)o1 (stereo not given)	0.8	0	-13	5	-2	2.0	6	13	-3	1
CCOc1ccc(S(=O)(=O)N2CCCCC2)cc1NC(=O)Cc1cccc(C(F)(F)F)c1	-0.1	-2	-5	0	2	2.1	4	-8	1	-6
C=CCn1c(SCCC)nc(O)cc1=O	0.2	-1	2	6	6	1.1	9	3	-1	-7
CC(O)Cn1c(N2CCCC2)nc2c1c(=O)n(C)c(=O)n2C (stereo not given)	0.1	-11	15	3	-11	2.5	-6	3	1	-9
CSc1nnc(-c2ccc(C(F)(F)F)nc2C)o1	0.5	-3	-1	-2	-4	1.9	-1	1	3	-1
Nc1nc(CN2CCN(Cc3ccccc3)CC2)nc(Nc2ccccc2)n1	-0.5	-4	-4	-10	-2	0.8	-9	2	-2	-4
Clc1ccc(-c2csc3ncnc(N4CCc5ccccc5C4)c23)cc1	0.6	4	4	4	-1	2.9	1	12	4	4
Cn1c(CNc2ccc(F)cc2)nnc1SCC(=O)NNC(=O)Cc1ccccc1	-0.3	-7	7	6	2	-0.8	-3	-3	3	-1
O=S(=O)(Nc1ncccc1O)c1ccc(Cl)cc1	0.1	2	-7	-1	2	1.4	1	-9	-2	5
COc1ccc(/C=N/N=C2/NC(=O)C(CC(=O)O)S2)cc1OCc1ccccc1Cl (stereo not given)	-0.3	6	-10	-2	-5	1.0	22	-6	1	6
CC1(C)Cc2c(ccc3ccccc23)-c2nnc(-c3cccnc3)n21	-0.4	3	2	0	7	1.0	-2	-6	-7	-2
CN(CCN1CCOCC1)Cc1nc(-c2ccc3c(c2)OCO3)no1	0.4	7	3	10	1	-1.4	0	-2	6	-11
CCCCCCCCOC(=O)/C=C/c1c(C)[nH]c(=O)[nH]c1=O	0.8	-3	-7	-5	-3	-0.1	0	-15	-3	3
CC(C)OC(=O)CSc1nc(Cc2ccccc2)nc2ccccc12	-0.7	7	-8	-5	-2	5.1	-7	7	-10	2
CC(=O)C1=CCC(c2ccccc2F)N(S(=O)(=O)c2ccc(C)cc2)C1 (stereo not given)	0.0	-5	-6	-3	-3	/	3	-1	-3	-6
C/C(CC(=O)Nc1cccc(Cl)c1C)=N\NC(=O)C(=O)NCC(C)C	-0.4	2	-11	1	-1	-0.1	1	-12	0	-3
CCOC(=O)C1CCCN(C(=O)c2ccc3ccccc3c2)CC1 (stereo not given)	-0.3	-2	-5	1	1	0.7	0	1	4	-9
Cc1cc(C)cc(NC(=O)Nc2cccc(S(N)(=O)=O)c2)c1	0.1	11	-11	-1	-15	1.9	8	8	2	6
CCc1cccc(CC)c1NC(=O)CSc1nnc(C2CC2)n1C	0.7	1	4	-7	2	0.3	-1	-7	0	-8
C=CCNC(=S)NNC(=O)c1ccc(OCCC)cc1	-0.3	1	17	0	0	-0.6	4	-16	8	17
